# ATG4B inhibitor: inhibitors of human ATG4B cysteine protease; Q9Y4P1; ATG4B cleavage of LC3-PLA2, NBD-HPC fluorescence, 1 h; inhibition, % at 8.33 µM; 0.51% of 340,000 active; AID 504462; in the data active = inhibition above about 40%
# TIM10 inh: TIM10 yeast growth inhibition | inhibition, % at 10 µM | 1.4% of 330,000 active | S. cerevisiae TIM10 strain growth, BacTiter-Glo luminescence, 24 h;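 active = inhibition of 40% or more at the single tested concentration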;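 note: wild-type TIM10 isogenic control strain grown at permissive 25 °C; 0% = DMSO yeast wells and 100% = minimal medium wells without yeast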
# hIAP act: human IAP activation. P09923. AID 2524. purified human IAP, CDP-Star luminescence, 30 min; active compounds read high; 1 = vehicle-only enzyme, 0 = enzyme-free background. activation factor at 10 µM. 0.16% of 330,000 active;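 active = activation factor of the enzyme at least 2-fold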; note: the source names both 10 and 20 µM as test concentration; values of inactives mirror those of a sister screen read the other way
# NALP3 yeast inh: inhibitors of NALP3 inflammasome in yeast. AID 2825. 0.39% of 330,000 active. Yeast reconstituted NLRP3/ASC/caspase-1, beta-gal luminescence, 24 h. inhibition, % at 10 µM;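 active = inhibition of 50% or more; inactive = inhibition below 50%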;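 note: plate controls were induced DMSO wells for no effect and uninduced yeast grown without galactose for full effect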
# Apaf1 inhib: inhibitors of human Apaf-1 apoptosome; 0.71% of 330,000 active; AID 489030; reconstituted apoptosome caspase-3 activity, DEVD-Rh110 fluorescence; inhibition, % at 20 µM; O14727; active = inhibition of at least 40% at 20 µM;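 note: plate controls were DMSO wells for no effect and DEVD-CHO caspase inhibitor wells for full effect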
# Target sequence (O14727 whole entry, looked up): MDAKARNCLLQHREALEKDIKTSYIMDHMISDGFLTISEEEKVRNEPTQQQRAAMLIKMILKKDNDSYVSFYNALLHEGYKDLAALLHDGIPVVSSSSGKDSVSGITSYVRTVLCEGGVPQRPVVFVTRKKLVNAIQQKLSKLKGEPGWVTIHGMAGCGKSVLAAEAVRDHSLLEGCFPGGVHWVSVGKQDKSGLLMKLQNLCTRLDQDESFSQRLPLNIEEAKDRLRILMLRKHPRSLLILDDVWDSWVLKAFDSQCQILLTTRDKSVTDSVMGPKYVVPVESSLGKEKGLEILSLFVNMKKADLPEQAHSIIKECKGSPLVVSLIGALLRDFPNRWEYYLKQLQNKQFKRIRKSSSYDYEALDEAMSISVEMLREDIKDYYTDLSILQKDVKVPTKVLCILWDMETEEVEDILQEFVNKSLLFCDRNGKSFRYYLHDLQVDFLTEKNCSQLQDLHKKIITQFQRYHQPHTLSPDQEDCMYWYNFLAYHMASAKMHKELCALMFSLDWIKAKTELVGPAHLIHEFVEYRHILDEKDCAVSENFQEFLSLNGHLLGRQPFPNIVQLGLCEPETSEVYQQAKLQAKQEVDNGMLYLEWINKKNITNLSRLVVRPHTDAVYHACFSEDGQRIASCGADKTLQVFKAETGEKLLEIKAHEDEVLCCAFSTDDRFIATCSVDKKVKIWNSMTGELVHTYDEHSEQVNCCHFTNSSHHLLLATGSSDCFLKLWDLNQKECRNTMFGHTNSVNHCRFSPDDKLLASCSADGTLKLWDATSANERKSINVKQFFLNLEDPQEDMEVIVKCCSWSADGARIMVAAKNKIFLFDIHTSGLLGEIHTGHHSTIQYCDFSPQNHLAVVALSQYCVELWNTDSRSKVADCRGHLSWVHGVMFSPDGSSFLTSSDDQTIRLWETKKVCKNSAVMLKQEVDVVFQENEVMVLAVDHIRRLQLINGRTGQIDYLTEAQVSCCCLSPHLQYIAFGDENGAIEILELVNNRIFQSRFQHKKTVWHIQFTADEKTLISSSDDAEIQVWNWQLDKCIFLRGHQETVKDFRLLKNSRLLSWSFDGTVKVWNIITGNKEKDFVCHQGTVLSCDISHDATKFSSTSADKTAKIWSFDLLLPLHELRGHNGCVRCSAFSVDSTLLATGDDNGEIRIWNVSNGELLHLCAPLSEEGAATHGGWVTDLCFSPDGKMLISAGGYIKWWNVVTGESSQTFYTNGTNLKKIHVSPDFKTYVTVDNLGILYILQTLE
#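 Assay system – apoptosome proteins · Medium – Hepes buffer, pH 7.5 · Also added – cytochrome c with DEVD-Rh110 · Timing – 30 min compound preincubation, 50 min activation, room temperature · Detection – Rh110 fluorescence, excitation 480 nm, emission 540 nm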
# mIAP inh: mouse IAP inhibition | purified mouse IAP, CDP-Star luminescence, 30 min | 0.2% of 330,000 active | inhibition, % at 10 µM | AID 2806;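 active = inhibition of at least 40% at 10 µM in the primary screen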;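 note: plate controls were DMSO with enzyme for no effect and no enzyme wells for full effect; values of inactives mirror those of a sister screen read the other way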
# tim10-1 inh: tim10-1 yeast growth inhibition. S. cerevisiae tim10-1 ts strain growth, BacTiter-Glo, 24 h. inhibition, % at 20 µM. 2.2% of 330,000 active;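 active = inhibition of at least 40%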;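 note: mutant grown at 25 °C; 0% = DMSO wells with yeast and 100% = wells holding no yeast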
# mIAP act: mouse IAP activation. muIAP, CDP-Star luminescence, 30 min; active compounds read high; 1 = vehicle-only enzyme signal, 0 = enzyme-free wells. activation factor at 10 µM. 0.24% of 330,000 active. AID 2805;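 active = activation factor of at least 2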; note: the source names both 10 and 20 µM as test concentration; values of inactives mirror those of a sister screen read the other way
#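 Assay system: mouse IAP enzyme; Reagent: CDP-Star chemiluminescent phosphatase substrate; Compound: DMSO-dissolved test compounds; Incubation: 30 min, room temperature; Technique: luminescence from enzymatic CDP-Star hydrolysis; Controls: DMSO-only wells and no-enzyme negative control.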
# hIAP block: human IAP inhibition; P09923; purified IAP, CDP-Star luminescence, 30 min; inhibition, % at 10 µM; 0.12% of 330,000 active;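 active = inhibition reaching a set limit with compound at 10 µM in the primary screen, cut at about 35% in these data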;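 note: plate controls were DMSO wells with enzyme for no effect and no-enzyme buffer wells for full effect; values of inactives mirror those of a sister screen read the other way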
# * = called active by the depositor.
# The first 14 entries, ahead of the listing:
SMILES,ATG4B inhibitor,TIM10 inh,hIAP act,NALP3 yeast inh,Apaf1 inhib,mIAP inh,tim10-1 inh,mIAP act,hIAP block
COc1cccc(C(=O)O/N=C2\CCS(=O)(=O)c3sccc32)c1,5,-2,1.1,12,7,-6,-8,1.1,-5
COC(=O)c1c(C)[nH]c(O)c1C=Nc1ccc(C#N)cc1,-21,4,1.2,-7,3,10,9,0.9,-16
COc1ccc(NC(=O)CSc2nnc(Cn3nnc4ccccc43)n2C)cc1,-7,4,1.1,9,-1,-2,-2,1,-8
CCc1nnc(SCC(=O)Nc2ccc3c(c2)OCO3)n1CC,4,-9,0.87,10,-23,-5,-1,1.1,13
CCOC(=O)C(=O)c1cn(C2OCC(OC(C)=O)C(OC(C)=O)C2OC(C)=O)c2ccccc12 (stereo not given),-2,2,0.84,12,-16,5,17,0.95,16
COc1ccc(CC(=O)Nc2c3c(nn2-c2cccc(C)c2C)CS(=O)C3)cc1 (stereo not given),-3,-3,0.95,-1,5,2,9,0.98,5
FC(F)Oc1ccc(C2=Nn3c(nnc3-c3ccccc3Cl)SC2)cc1OCC1CC1,6,-11,1.1,9,15,5,3,0.95,-8
CCOC(=O)C1=C(C)NC2=C(C(=O)c3ccccc32)C1c1ccc(O)cc1 (stereo not given),0,-6,0.93,12,7,11,-6,0.89,7
CCCS(=O)(=O)n1nc(-c2ccc(C)cc2)cc1N,-6,-34,1.1,9,11,-7,-27,1.1,-8
Cc1ccc(OCc2nc(-c3ccccc3)no2)c(C)c1,6,-11,0.9,28,20,4,0,0.96,10
COc1ccc(N)cc1NC(=O)CN1CCCC1,4,1,0.9,0,7,0,-7,1,10
COc1cc(/C=N/N=C2/NC(=O)C(Cc3ccc(F)cc3)S2)ccc1O (stereo not given),14,-27,0.98,16,21,3,-10,0.97,2
CC(=O)c1cc(Cl)ccc1OCC(=O)NC1CCCC1,-2,-14,0.97,44,8,-6,-15,1.1,3
Cc1cccc(OCCCC(=O)NC(C)C)c1,2,-1,0.97,24,-4,-7,6,1.1,3

# The whole of this part, previewed entries included:
SMILES,ATG4B inhibitor,TIM10 inh,hIAP act,NALP3 yeast inh,Apaf1 inhib,mIAP inh,tim10-1 inh,mIAP act,hIAP block
COc1cccc(C(=O)O/N=C2\CCS(=O)(=O)c3sccc32)c1,5,-2,1.1,12,7,-6,-8,1.1,-5
COC(=O)c1c(C)[nH]c(O)c1C=Nc1ccc(C#N)cc1,-21,4,1.2,-7,3,10,9,0.9,-16
COc1ccc(NC(=O)CSc2nnc(Cn3nnc4ccccc43)n2C)cc1,-7,4,1.1,9,-1,-2,-2,1,-8
CCc1nnc(SCC(=O)Nc2ccc3c(c2)OCO3)n1CC,4,-9,0.87,10,-23,-5,-1,1.1,13
CCOC(=O)C(=O)c1cn(C2OCC(OC(C)=O)C(OC(C)=O)C2OC(C)=O)c2ccccc12 (stereo not given),-2,2,0.84,12,-16,5,17,0.95,16
COc1ccc(CC(=O)Nc2c3c(nn2-c2cccc(C)c2C)CS(=O)C3)cc1 (stereo not given),-3,-3,0.95,-1,5,2,9,0.98,5
FC(F)Oc1ccc(C2=Nn3c(nnc3-c3ccccc3Cl)SC2)cc1OCC1CC1,6,-11,1.1,9,15,5,3,0.95,-8
CCOC(=O)C1=C(C)NC2=C(C(=O)c3ccccc32)C1c1ccc(O)cc1 (stereo not given),0,-6,0.93,12,7,11,-6,0.89,7
CCCS(=O)(=O)n1nc(-c2ccc(C)cc2)cc1N,-6,-34,1.1,9,11,-7,-27,1.1,-8
Cc1ccc(OCc2nc(-c3ccccc3)no2)c(C)c1,6,-11,0.9,28,20,4,0,0.96,10
COc1ccc(N)cc1NC(=O)CN1CCCC1,4,1,0.9,0,7,0,-7,1,10
COc1cc(/C=N/N=C2/NC(=O)C(Cc3ccc(F)cc3)S2)ccc1O (stereo not given),14,-27,0.98,16,21,3,-10,0.97,2
CC(=O)c1cc(Cl)ccc1OCC(=O)NC1CCCC1,-2,-14,0.97,44,8,-6,-15,1.1,3
Cc1cccc(OCCCC(=O)NC(C)C)c1,2,-1,0.97,24,-4,-7,6,1.1,3
COc1ccc(NC(=S)N2CCC(NC(=O)c3ccco3)CC2)cc1,-7,1,0.95,11,1,-2,-4,1,5
COc1ccc(-n2nnc3c(SCC(=O)NCc4ccco4)ncnc32)cc1,-9,9,0.98,18,4,10,13,0.9,2
O=C1NC(c2ccc3c(c2)OCO3)Oc2ccccc21 (stereo not given),10,27,0.91,0,-2,2,31,0.98,9
O=C(/C=C/c1ccc2c(c1)OCO2)Nc1nc(-c2ccccc2)cs1,-13,-8,0.93,14,0,15,-22,0.85,8
CCN(CC)C(NC(=O)c1ccccc1)C(=O)c1ccccc1 (stereo not given),-3,9,0.94,17,-1,12,15,0.88,6
Cc1cccc(N2CCN(C(=O)CN3C(=O)NC(C)(C)C3=O)CC2)c1C,-3,-13,0.97,-23,-20,-3,11,1,3
CCN1C(c2ccccc2)C(C)C(=O)C(C)C1c1ccccc1 (stereo not given),3,1,0.99,4,9,10,14,0.9,1
Cc1ccc(NC(CNS(=O)(=O)c2ccc(Cl)cc2)c2ccccc2)cc1 (stereo not given),0,-11,1.1,12,19,-20,-3,1.2,-9
O=C(NC1CCCN(Cc2ccc(Cl)cc2)C1)c1ccccc1C(F)(F)F (stereo not given),0,-7,1,33,6,-3,4,1,-4
COc1cccc(-c2ccc(C#N)c(OC(=O)c3c(Cl)cccc3Cl)n2)c1,-6,7,0.87,3,0,-3,16,1,13
C[C@@H](NC(=O)c1[nH]cnc1C(=O)Nc1nccs1)c1ccccc1,-2,-6,2.2*,7,-5,3,-1,0.97,-124

# As entered above.
# `COc1ccc(CC(=O)Nc2c3c(nn2-c2cccc(C)c2C)CS(=O)C3)cc1` (stereo not given) in tim10-1 inh: 9
# `COc1cccc(-c2ccc(C#N)c(OC(=O)c3c(Cl)cccc3Cl)n2)c1` in ATG4B inhibitor: -6

# (cont.)
SMILES,ATG4B inhibitor,TIM10 inh,hIAP act,NALP3 yeast inh,Apaf1 inhib,mIAP inh,tim10-1 inh,mIAP act,hIAP block
Fc1ccccc1N1CCN(CCCc2ccccc2)CC1,1,-2,0.9,13,-4,2,1,0.98,10
CCOC(=O)COc1ccc(S(=O)(=O)NCCC2=CCCCC2)cc1,3,1,1.1,1,11,-6,13,1.1,-6
Cc1cc(NC(=O)C(C)Oc2ccc(C(C)(C)C)cc2)no1 (stereo not given),-8,5,1.1,26,9,5,7,0.95,-5
Cc1ccc(C(=O)c2ccccc2C(=O)OCC(=O)NCC2CCCO2)cc1 (stereo not given),-11,5,0.98,13,18,-14,34,1.1,2
CCCN(C#N)c1nc(NCC)nc(NC(C)C)n1,0,-1,0.81,9,8,-2,23,1,19
O=C(CSc1ccc2nnc(-c3ccc(Cl)cc3)n2n1)N1CCc2ccccc21,-1,2,0.88,18,12,8,18,0.92,12
COc1ccc(NC(=O)Cc2ccc(Cl)cc2Cl)cn1,-3,-17,1,8,-4,-5,-1,1,-4
CCC(CC)C(=O)N1CC(=O)Nc2ccc(F)cc2C1c1ccc(F)cc1 (stereo not given),-9,7,1,-3,8,-1,18,1,-2
COc1ccc(CCNc2ncnc3c2c(C)c(C)n3CCO)cc1OC,-6,-6,1.2,9,8,-9,18,1.1,-25
Cc1ccc2c(c1)/C(=C/c1ccco1)C(=O)N2,-8,20,0.93,17,-8,3,4,0.97,7
O=C1ON=C(c2ccc(Cl)c([N+](=O)[O-])c2)/C1=C/c1cccc([N+](=O)[O-])c1O,-4,-1,0.73,10,-7,2,-4,0.98,26
CC(C)(C)c1ccc(C(=O)NCc2ccco2)cc1,-11,12,0.91,42,4,7,15,0.93,9
Cc1ccc(S(=O)(=O)N/N=C\c2ccc3c(c2)OCO3)c(C)c1,-10,10,1.2,19,-1,-7,2,1.1,-16
C=CCC(C)(NCc1ccccc1)c1ccco1 (stereo not given),-8,5,1.1,-7,-1,3,14,0.97,-8
CCCn1c(-c2ccc(OC)cc2)nc2ccccc21,-2,25,0.97,27,9,-8,15,1.1,3
CCN(CC)S(=O)(=O)c1ccc(OC)c(NC(=O)c2cccc(C)c2[N+](=O)[O-])c1,1,8,1.1,27,5,-1,2,1,-9
O=C(COC(=O)c1ccccc1OCc1ccc(Cl)cc1)NCC1CCCO1 (stereo not given),1,-5,1.2,14,8,-17,2,1.2,-15
COc1ccccc1NS(=O)(=O)c1cc(-c2cc(C)no2)ccc1OC,-15,-4,0.74,3,16,4,20,0.96,26
O=C(NC12CC3CC(CC(C3)C1)C2)c1cccc(OC(F)F)c1,3,26,1.2,16,11,-11,18,1.1,-17
Oc1ccccc1Nc1nc(-c2ccccc2O)nc2ccccc12,-6,15,0.92,7,13,8,13,0.92,8
CCOC(=O)c1c(C)[nH]c(C=Nc2ccc(OC)cc2)c1O,0,1,1,11,2,-2,-22,1,-2
Cc1ccc(C)c(/C(O)=C2/C(=O)C(=O)N(CCN3CCOCC3)C2c2ccc(C)o2)c1 (stereo not given),-3,9,1.1,0,-1,-1,8,1,-6
COc1ccc(CCNC(=O)CN(c2cc(C)cc(C)c2)S(=O)(=O)c2c(C)noc2C)cc1OC,-3,9,0.92,4,8,-9,28,1.1,8
O=c1c(-c2ccnn2-c2ccc(F)cc2)cnc2n1CCS2,-12,0,1.1,10,-1,-1,8,1,-14
O=C1CC(c2cccc([N+](=O)[O-])c2)c2c(ccc3ccccc23)N1 (stereo not given),-1,22,0.95,1,4,1,16,0.99,5
# Continued:
SMILES,ATG4B inhibitor,TIM10 inh,hIAP act,NALP3 yeast inh,Apaf1 inhib,mIAP inh,tim10-1 inh,mIAP act,hIAP block
Cc1c(NC(=O)C(C)OC(=O)c2cc(Cl)ccc2O)c(=O)n(-c2ccccc2)n1C (stereo not given),2,-2,0.86,10,6,-2,10,1,14
CCCC(=O)NCCc1nc2ccccc2n1CC(=O)c1ccccc1,8,1,1,-3,9,-10,13,1.1,-2
COc1ccccc1NS(=O)(=O)c1ccc2oc(=O)ccc2c1,-4,47*,0.9,4,-5,2,43*,0.98,10
COc1ccc(NC(=O)CCN2C(=O)NC3(CCCC3)C2=O)cc1Cl,4,12,0.98,15,1,0,5,1,2
CCn1cc(CN2CCCC(CNS(=O)(=O)c3ccc(OC)cc3)C2)cn1 (stereo not given),-2,8,0.98,20,2,0,3,0.99,2
O=C(NC1CCN(Cc2ccccc2)CC1)c1cc(-c2ccccn2)nc2ccccc12,-14,10,1.1,2,9,-10,8,1.1,-8
CC1CCCCN1S(=O)(=O)c1ccc(S(=O)(=O)N2CCN(c3ccc(F)cc3)CC2)cc1 (stereo not given),1,4,0.98,5,-7,-5,6,1.1,2
N[C@@H](CO)c1nnc([C@H](CCC(=O)O)NC(=O)C2CCNCC2)o1,-9,3,1,6,-5,-3,-2,1,-1
O=C(NCCc1ccccc1)C(c1cccs1)N(C(=O)CCl)c1ccc(Cl)cc1 (stereo not given),15,56*,1,12,14,-1,55*,1,-1
COc1ccccc1CNC(=O)c1oc2ccccc2c1C,9,3,0.98,17,17,8,22,0.92,2
Cc1cc(C)n(C(=O)c2ccc(C)o2)n1,-16,-2,0.84,15,-8,6,8,0.94,16
